Bioassay records as filed in PubChem.
CAL PDZ FP-1: inhibitors of human CAL PDZ peptide binding; AID 602252; inhibition, % at 24.9 µM; purified CAL PDZ, TMR-peptide fluorescence polarization, 1 h; Q9HD26; actives 0.92% (n = 300,000);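 active means mean inhibition of at least 30% with at least half of replicates also reaching 30%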;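 further: 0% = DMSO neutral control and 100% = excess unlabeled competitor peptide PRC23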
CAL PDZ FP-2: blocks peptide binding to human CAL PDZ domain. Q9HD26. purified CAL PDZ, TMR-peptide fluorescence polarization, 1 h. inhibition, % at 20 µM. actives 0.02% (n = 330,000). AID 504414;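 active means highest replicate inhibition of at least 40%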;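 further: plate controls were DMSO neutral control wells for no effect and unlabeled competitor peptide control wells for full effect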
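Read-out basis: mP drop reported as inhibition | Assay system: Tagged CAL PDZ protein CerCALP, purified | Benchmarks: Unlabelled peptide for full inhibition, DMSO wells as neutral | Schedule: 1 h incubation at room temperature before polarization reading | Buffer or medium: Sodium phosphate/NaCl buffer pH 7.4 with TCEP, IgG, Thesit | Doses: Single point, 20 µM | Measured by: Fluorescence polarization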
C-LANA FP: inhibitors of KSHV LANA C-terminal domain DNA binding; MBP-C-LANA/FAM-LBS DNA binding, fluorescence polarization; actives 0.078% (n = 340,000); inhibition, % at 9 µM; AID 504423;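 active means highest replicate inhibition at or above 60% at 9 µM, even if other replicates fall short; inactive means all replicates below 60% inhibition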;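 further: 0% = neutral control wells and 100% = 4 µM acridine orange control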
cardiac RTF act: increases calcium sensitivity of human cardiac regulated thin filaments; IANBD-labeled TnC RTF fluorescence at EC20 calcium; 0% EC20 calcium, 100% full calcium; activation, % at 7.2 µM; actives 0.24% (n = 340,000);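 active means activation above the mean over all tested compounds plus 3 SD, cut at about 30% in these data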;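 further: rise in fluorescence read as greater calcium sensitivity of cardiac thin filaments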
PKA-R2B act: activates the human PKA-R2B holoenzyme complex | P22694+P31323 | PKA-R2B holoenzyme dissociation, Cy5-IP20 fluorescence polarization; R2B truncated from residue 108, S112A mutant; 0% DMSO only, 100% 113 µM cGMP | activation, % at 11.4 µM | actives 0.079% (n = 340,000);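 active means activation above a cutoff set at the mean over all compounds plus 3 SD, cut at about 18% in these data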;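 further: higher means more holoenzyme dissociation and a rise in polarization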
SR-BI DiI-HDL act: SR-BI HDL lipid transfer activation; CHO ldlA[mSR-BI] cells, DiI-HDL uptake fluorescence, 3 h; 100 = double the neutral-control signal; activation, % at 12.5 µM; actives 0.096% (n = 320,000);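 active means mean replicate activation of at least 60% and every replicate at or above 60%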;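 further: 0% = median plate neutral-control signal and 100% = twice that signal; values of inactives mirror those of a sister screen read the other way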
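system = CHO ldlA[mSR-BI] cells, LDL receptor-null, SR-BI overexpressing | medium = Ham's F12 with 0.5% BSA, HEPES 25 mM, pH 7.4 | probe or stimulus = DiI-HDL 10 µg/mL | compound dosing = single-point compound dose | incubation = compound exposure 3 h, 37 °C | technique = DiI fluorescence, bottom read | read-out = cell-associated DiI fluorescence as measure of HDL uptake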
Rtt109 Vps75: blocks Candida albicans Rtt109/Vps75 acetyltransferase activity | inhibition, % at 34.9 µM | Q5AAJ8 | purified Rtt109/Vps75, ThioGlo CoA-SH fluorescence, 4 h | actives 0.16% (n = 330,000);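 active means inhibition of at least 50% in every replicate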
Cardiac RTF inh: cardiac RTF calcium desensitization; IANBD-labeled cardiac RTF, Ca2+ fluorescence; inhibition, % at 7.15 µM; actives 0.12% (n = 340,000); AID 493244;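 active means inhibition above the mean inhibition of all tested compounds plus 3 SD, cut at about 17% in these data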;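 further: assay run at fixed EC70 calcium of 1.6 mM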
Keap1 Nrf2 FP: Keap1-Nrf2 (human) interaction inhibition; inhibition, % at 9.4 µM; actives 0.15% (n = 340,000); Keap1 Kelch-Nrf2 peptide fluorescence polarization, 1536-well; in the data active means inhibition above about 12%;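 further: human Keap1 Kelch domain with fluorescein labeled Nrf2 9mer peptide probe; 0% = neutral control wells and 100% = peptide positive control; higher means more block of Keap1 binding to Nrf2 peptide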
Target sequence (Q14145 whole entry, looked up, the tested form may be a part): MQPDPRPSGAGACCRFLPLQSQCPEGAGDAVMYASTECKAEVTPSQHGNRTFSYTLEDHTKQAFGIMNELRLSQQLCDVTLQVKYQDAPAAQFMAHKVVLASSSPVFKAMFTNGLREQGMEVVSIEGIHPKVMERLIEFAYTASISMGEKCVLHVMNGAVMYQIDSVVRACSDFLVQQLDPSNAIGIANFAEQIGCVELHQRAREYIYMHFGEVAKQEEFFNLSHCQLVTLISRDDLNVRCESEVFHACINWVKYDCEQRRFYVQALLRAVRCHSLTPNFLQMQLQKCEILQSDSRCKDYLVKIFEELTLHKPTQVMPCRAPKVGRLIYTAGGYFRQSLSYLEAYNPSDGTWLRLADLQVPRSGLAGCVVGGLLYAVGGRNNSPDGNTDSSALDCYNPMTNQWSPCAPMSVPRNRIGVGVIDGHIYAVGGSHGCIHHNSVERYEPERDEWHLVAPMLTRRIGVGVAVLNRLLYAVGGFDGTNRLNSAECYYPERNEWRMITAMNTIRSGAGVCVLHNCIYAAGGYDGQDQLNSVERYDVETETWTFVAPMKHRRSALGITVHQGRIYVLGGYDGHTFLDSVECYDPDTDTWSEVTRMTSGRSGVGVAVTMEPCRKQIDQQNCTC
DAGLB inhibitor: blocks human DAGLB lipase activity. inhibition, % at 5.17 µM. AID 504411. actives 0.059% (n = 340,000). HEK293T DAGLB membrane lysate, EnzChek fluorogenic substrate; in the data active means inhibition above about 34%;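 further: 0% = enzyme with vehicle and 100% = wells lacking enzyme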
* hit, by the source's call; . = not tested or not shown. An unsorted share of the library. About 1.6% of those tested had a hit in this group.

Below each SMILES: CAL PDZ FP-1, Rtt109 Vps75, Keap1 Nrf2 FP, PKA-R2B act, SR-BI DiI-HDL act, DAGLB inhibitor, cardiac RTF act, C-LANA FP, CAL PDZ FP-2, Cardiac RTF inh
> NC(=O)COc1ccc(/C=N/NC(=O)C2CCCN2S(=O)(=O)c2ccc(Cl)cc2)cc1 (stereo not drawn)
    -1, -6, -2, -10, 7, 1, 0, 1.3, -1.3, -1
> CCC(C)C(NC(=O)[C@@H](NC(=O)c1ccccc1F)C(C)C)C(=O)OC (stereo partly drawn)
    -3, 4, -6, 4, 36, -3, 1, -0.1, -0.3, -10
> Cc1[nH]c(=O)nc(SCc2cccc(Cl)c2)c1C#N
    -25, -1, -1, 11, ., 3, 1, -2.5, -2.8, -19
> Cc1ccc(CN2C(=O)[C@@H]3Cc4c([nH]c5ccccc45)C(C)(C)N3C2=O)cc1
    -4, 7, 7, -4, -65, -10, -16, -2.4, -0.6, -16
> O=C(Nc1ccc2oc(=O)ccc2c1)c1cccnc1Cl
    -3, 3, -2, 5, -10, 0, -3, 1.3, -1.5, 3
> COC(=O)CC(NC(=S)NC(=O)c1ccccc1)c1ccc(Br)cc1 (stereo not drawn)
    1, 1, -5, -6, -27, -7, 7, 1.7, -0.9, -8
> Cc1n[nH]c(C)c1S(=O)(=O)N1CCc2ccccc2C1
    ., -10, 1, 3, -9, -3, 0, -0.7, -0.5, -3
> C=CCOc1ccc(CN(C)C(=O)CN2C(=O)c3ccccc3C2=O)cc1
    -3, -16, -1, -1, 4, 1, -5, -1.3, -1.8, -8
> Fc1ccccc1COc1ccc(C(=S)N2CCCC2)cc1
    -2, -1, 0, 4, -22, -4, -2, -1.7, -0.3, -13
> Cc1cc(C)c(NC(=O)CS)c(Cl)c1
    3, 10, 0, -11, 2, -1, 3, -0.2, 0.2, 2
> COCCCNC(=S)N/N=C/c1ccc2ccccc2c1
    -3, 5, -2, 4, -3, 0, -3, 0.2, -0.5, -4
> O=C1/C(=C/c2cccc(Br)c2)SC(=S)N1/N=C/c1cc([N+](=O)[O-])ccc1O
    ., 19, 1, 6, ., 4, -5, -0.2, -1.0, 0
> C[C@H]1COC(=O)[C@H](NC(=O)OCC2c3ccccc3-c3ccccc32)C/C=C\C[C@H](CC(=O)N(CCO)Cc2ccccc2)C(=O)N1
    -8, 7, -3, -11, -12, 1, -7, -1.2, 1.0, 7
> CCC1CCC(N2CCN(c3ccc([N+](=O)[O-])cc3)CC2)CC1 (stereo not drawn)
    -4, -1, -2, 1, -9, -2, 1, -0.7, -1.6, -5
> O=C(NCc1cccnc1)c1cc(C(=O)C2CC2)c[nH]1
    3, 12, 0, 2, 20, 2, 5, -0.6, -3.7, 22*
> Cc1cc(NC(=O)CSc2nnc(C(C)N(C)C)n2-c2ccc(F)cc2)no1 (stereo not drawn)
    -3, 7, -2, -7, 24, 0, 2, 1.6, -2.8, -8
> CC(=O)N1CCN(c2ccc(NCc3ccccc3)cc2)CC1
    -3, 6, -6, -8, -1, 6, -1, -2.1, 1.0, -21
> COc1ccc(C=Nc2cccc3ncccc23)cc1
    3, -18, -2, -4, -3, 0, 4, 2.2, -3.0, -2
> CCCCn1c(N)c(N(CCOC)C(=O)c2cc3ccccc3cc2OC)c(=O)[nH]c1=O
    5, -2, -2, 5, 16, -2, -1, 0.8, -2.7, 2
> Cc1cc(Cc2ccc(N)c(C)c2)ccc1N
    1, -6, 0, -9, 20, 0, 0, -1.1, -0.3, 8
> Cc1ccc(N=Cc2c(O)c3ccccc3n(C)c2=O)cc1
    0, 4, 10, 12, -12, -7, -8, -1.1, 0.0, 2
> O=C(O)/C=C/c1ccccc1Oc1ccc(Cl)cc1Cl
    -2, 7, 0, 6, 1, 0, 4, -0.5, 0.1, -6
> C=CCN=C1NN=C(c2ccc3c(c2)OCCO3)CS1
    -9, 2, -2, -6, -30, 1, 11, 2.0, -1.3, -3
> O=C(O)C(=Cc1ccccc1[N+](=O)[O-])c1ccccc1
    -2, -2, 1, -2, -1, -1, -1, -0.6, -0.3, -4
> COc1ccccc1Cn1c(-c2ccco2)nc2nc3ccccc3nc21
    -5, -7, 4, -1, -10, 0, -1, 2.1, -4.8, -12
> CC(=O)Nc1cc(C(F)(F)F)ccc1OCCOc1ccccc1
    -1, -16, -1, -6, -7, 0, -3, -0.6, -0.4, 0
> COc1ccc(OCCNC(=O)CSc2ccc(C(F)(F)F)cc2[N+](=O)[O-])cc1
    -1, -4, -4, -15, 10, -2, 5, 0.7, 0.6, -24
> COc1cc(/C=C/C(=O)NCC2CCCCC2)cc(OC)c1OC
    -2, -5, -2, 4, ., 0, 3, -1.6, -4.4, -5
> COc1ccc(C(=O)N=c2sc3ccccc3n2C)cc1OC
    ., -2, 1, 10, -42, -3, 7, -0.9, -5.1, 5
> C=CCNC(=O)/C(C#N)=C/c1ccc(OS(=O)(=O)c2ccc(C)cc2)c(OC)c1
    -4, 9, 4, -17, -14, -2, 1, 0.3, -3.3, -10
> CC(=O)c1cccc(CN2CCC(n3nccc3NC(=O)CCOc3ccccc3)CC2)c1
    -3, -4, 1, 9, -9, -2, 0, -1.4, -0.1, 0
> Cc1ccc(CSc2nnc(-c3ccncc3)o2)c(C)c1
    -6, 9, -1, -3, -6, -7, -6, -2.1, -2.5, -10
> O=C(O)CCc1nn2c3ccccc3nc2n(CCN2CCCCC2)c1=O
    -4, -3, 1, -5, 12, -2, -5, -0.4, -0.9, -1
> CCOc1ccc(OCCC(=O)N(CC)CC(=O)Nc2c(F)cccc2F)cc1
    -2, 6, -3, 2, 1, -5, -1, 0.2, -0.7, -4
> Cc1sc2nc(CN3CCOCC3)nc(N3CCC(C(N)=O)CC3)c2c1C
    -2, 4, -3, 9, 20, -2, 0, -0.9, -0.6, -12
> CC1(C)Oc2ccc(C(=O)Nc3ccccc3F)cc2N(CC(=O)N2CCOCC2)C1=O
    5, 3, 2, 8, ., 0, -8, -1.0, -0.6, -8
> Oc1ccc(CNc2ccccc2O)cc1
    1, 18, -17, 2, -11, 7, -2, -0.3, 0.8, -8
> COc1cccc(-c2ccc(NC(=O)C3CCCN(Cc4nccn4C)C3)cc2)c1 (stereo not drawn)
    ., 6, -3, 4, ., 4, -1, 0.6, -6.6, -13
> C(=N\N1CCN(c2ccccn2)CC1)/c1ccco1
    1, 14, -3, -5, 14, 1, -1, 0.4, -2.5, -1
> O=C(c1cnn2c(C(F)(F)F)cc(-c3ccco3)nc12)N1CCCc2ccccc21
    ., -8, -3, -7, -18, 4, 0, 0.8, -0.5, -2
> CNc1nc(OCC#N)nc(N2CCCCC2)n1
    -1, ., 2, -9, 9, -2, -2, 1.4, -2.5, 8
> COc1ccc(-c2c/c(=N\c3nc(-c4ccccc4)c(C)s3)c3ccccc3o2)cc1O
    -3, -16, 1, -8, -80, 27, -2, -1.3, -0.7, -7
> COc1ccc(-c2noc(CN(C(=O)c3c(-c4ccccc4Cl)noc3C)C(C)C)n2)cc1
    1, 16, -2, -6, -17, -6, -7, -0.4, -0.8, 2
> CCOC(=O)/C(=C\c1cccnc1)C(=O)c1cc(C(C)=O)c(Nc2ccccc2)s1
    -3, 2, -6, -6, -12, 13, 9, 1.1, -0.4, -14

Complete entries as entered above.
CCOC(=O)/C(=C\c1cccnc1)C(=O)c1cc(C(C)=O)c(Nc2ccccc2)s1 as listed: CAL PDZ FP-1 = -3; Rtt109 Vps75 = 2; Keap1 Nrf2 FP = -6; PKA-R2B act = -6; SR-BI DiI-HDL act = -12; DAGLB inhibitor = 13; cardiac RTF act = 9; C-LANA FP = 1.1; CAL PDZ FP-2 = -0.4; Cardiac RTF inh = -14
O=C(c1cnn2c(C(F)(F)F)cc(-c3ccco3)nc12)N1CCCc2ccccc21 as listed: CAL PDZ FP-1 = .; Rtt109 Vps75 = -8; Keap1 Nrf2 FP = -3; PKA-R2B act = -7; SR-BI DiI-HDL act = -18; DAGLB inhibitor = 4; cardiac RTF act = 0; C-LANA FP = 0.8; CAL PDZ FP-2 = -0.5; Cardiac RTF inh = -2
O=C(O)CCc1nn2c3ccccc3nc2n(CCN2CCCCC2)c1=O as listed: CAL PDZ FP-1 = -4; Rtt109 Vps75 = -3; Keap1 Nrf2 FP = 1; PKA-R2B act = -5; SR-BI DiI-HDL act = 12; DAGLB inhibitor = -2; cardiac RTF act = -5; C-LANA FP = -0.4; CAL PDZ FP-2 = -0.9; Cardiac RTF inh = -1

Looked up above:
PKA-R2B act, COc1ccc(-c2c/c(=N\c3nc(-c4ccccc4)c(C)s3)c3ccccc3o2)cc1O reads -8
DAGLB inhibitor, CC1(C)Oc2ccc(C(=O)Nc3ccccc3F)cc2N(CC(=O)N2CCOCC2)C1=O reads 0
